# Screening data deposited in PubChem BioAssay by several laboratories.
# Rac1 act GTP bind: modulators of GTP binding to human Rac1 activated mutant. GST-Rac1 activated beads, fluorescent GTP binding, flow cytometry; actives lie on both sides; 100% means binding = to untreated wells. percent activity (GTP binding), % at 10 µM. 190,000 compounds, 0.11% hits;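 active = GTP binding at least 20 percentage points away from the 100% baseline, in either direction, so actives lie on both sides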
# Mcl1 Bid PPI: Mcl-1/Bid interaction inhibition; Q07820; TR-FRET Mcl-1/Bid-Dy647 peptide binding, 1536-well; inhibition, % at 21.7 µM; 220,000 compounds, 0.97% hits; AID 1021;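 active = compounds that cut the binding signal by more than half at the single screening dose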;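 also: His-tagged Mcl-1 with europium anti-His antibody binding Bid BH3 peptide; 0% = Mcl-1 plus peptide wells and 100% = peptide-only wells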
# Target sequence (Q07820 whole entry, looked up): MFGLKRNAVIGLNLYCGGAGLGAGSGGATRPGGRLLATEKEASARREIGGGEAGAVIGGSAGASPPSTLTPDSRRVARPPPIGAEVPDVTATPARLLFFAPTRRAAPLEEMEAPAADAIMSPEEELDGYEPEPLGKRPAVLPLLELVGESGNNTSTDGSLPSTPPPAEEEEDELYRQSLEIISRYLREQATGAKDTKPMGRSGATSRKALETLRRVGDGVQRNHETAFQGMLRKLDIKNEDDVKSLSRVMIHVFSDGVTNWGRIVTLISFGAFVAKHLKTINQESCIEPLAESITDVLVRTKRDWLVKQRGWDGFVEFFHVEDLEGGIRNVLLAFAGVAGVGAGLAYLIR
# Rab7 wt modul: dog Rab7 wildtype GTP binding, inhibitors and activators; GTP binding activity (percent of control), % at 10 µM; GST-Rab7 beads, fluorescent GTP binding, flow cytometry; actives lie on both sides; untreated = 100%, excess cold GTP = 0%; AID 758; 190,000 compounds, 0.055% hits;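 active = fluorescent GTP binding to Rab7 beads changed by at least 20 points from the 100% baseline, either direction, mostly lower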;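 also: median green fluorescence of bound Bodipy-FL-GTP per Rab7 bead population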
# Cdc42 wt: changes GTP binding to wildtype human Cdc42; 190,000 compounds, 0.2% hits; percent activity (GTP binding), % at 10 µM; GST-Cdc42 beads, Bodipy-GTP binding, flow cytometry; actives lie on both sides;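 active = percent activity GTP binding at least 20 points away from the 100% baseline, either down as inhibitor or up as activator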;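 also: median bead fluorescence of bound Bodipy-FL-GTP at 100 nM; 0% = excess unlabeled GTP control and 100% = no compound control; below 100% means less GTP binding so inhibitor and above means activator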
# Pf gametocyte: kills late stage P. falciparum gametocytes; 150,000 compounds, 0.065% hits; P. falciparum stage V gametocytes, ATP luminescence, 24 h; inhibition, % at 10.9 µM;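 active = inhibition above the mean plus 3 SD of compounds within the control limits, set per campaign, cut at about 38% in these data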;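 also: 0% = DMSO wells and 100% = medium only without gametocytes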
# Rab2 wt GTP: changes GTP binding to wildtype dog Rab2A, up or down | P61105 | GST-Rab2 wt beads, Bodipy-GTP binding, flow cytometry | GTP binding activity, % at 10 µM | 190,000 compounds, 0.19% hits | AID 760;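 active = GTP binding activity at least 20 points away from 100%, either lowered or raised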;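 also: 0% = beads with excess unlabeled GTP and 100% = no-compound control corrected for plate trend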
# Mcl1-Noxa inh: disrupts binding of human Mcl-1 to Noxa peptide; TR-FRET Mcl-1/Noxa peptide binding, 2 h; Q07820; inhibition, % at 21.7 µM; 220,000 compounds, 1.5% hits;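 active = compounds that cut the protein-peptide binding signal by more than 50% relative to plate controls in a single-dose test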;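 also: His-tagged Mcl-1 with rhodamine Noxa BH3 peptide and terbium anti-His antibody; 0% = Mcl-1 plus Noxa peptide wells and 100% = peptide-only wells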
# RGS8-Gao reg: human RGS8-Galphao interaction regulation | P09471 | multiplexed bead flow cytometry, RGS8-Galphao binding; actives lie on both sides | response (percent of control binding), % at 10 µM | 220,000 compounds, 0.34% hits | AID 1423; in the data active = response below about 60% or above about 140%; inactive = in between;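 also: Galphao activated as the GDP aluminium fluoride complex binding bead-coupled RGS8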
# Target sequence (P09471 whole entry, looked up): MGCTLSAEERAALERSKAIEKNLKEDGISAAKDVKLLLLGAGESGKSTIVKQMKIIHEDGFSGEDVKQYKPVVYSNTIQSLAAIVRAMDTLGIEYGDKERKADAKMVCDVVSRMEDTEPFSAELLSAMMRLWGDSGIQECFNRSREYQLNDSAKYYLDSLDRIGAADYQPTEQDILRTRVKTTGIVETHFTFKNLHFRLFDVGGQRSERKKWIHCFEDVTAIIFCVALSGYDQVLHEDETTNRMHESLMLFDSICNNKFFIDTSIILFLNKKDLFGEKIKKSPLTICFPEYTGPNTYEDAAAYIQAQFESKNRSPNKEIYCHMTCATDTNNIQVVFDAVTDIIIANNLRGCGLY
# Rac1 wt GTP bind: modulators of human Rac1 wildtype GTP binding; P63000; GST-Rac1 beads, fluorescent GTP binding, flow cytometry; actives lie on both sides; 0 = cold GTP competed, 100 = untreated; GTP binding activity (% of control), % at 10 µM; 190,000 compounds, 0.27% hits;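 active = GTP binding activity at least 20 points away from the 100% control level, either lower or higher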
# HRas wt GTP: human HRas wildtype GTP binding, change in either direction. P01112. GST-Ras wt beads, Bodipy-FL-GTP binding, flow cytometry; actives lie on both sides. GTP binding activity, % at 10 µM. 190,000 compounds, 0.14% hits;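 active = GTP binding activity at least 20% away from the 100% baseline, either lowered as inhibitor or raised as activator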;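 also: 0% = unlabeled GTP competition control and 100% = no-compound control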
# Target sequence (P01112 whole entry, looked up): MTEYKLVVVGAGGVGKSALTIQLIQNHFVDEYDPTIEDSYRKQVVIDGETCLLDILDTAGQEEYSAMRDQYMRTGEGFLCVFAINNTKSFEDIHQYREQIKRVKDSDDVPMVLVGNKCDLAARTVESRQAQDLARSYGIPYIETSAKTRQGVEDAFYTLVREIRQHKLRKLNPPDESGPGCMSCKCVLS
# Mcl-1 Bim block: human Bim-Mcl-1 interaction inhibition. Q07820. Bead-based flow cytometry, Bim peptide-Mcl-1 binding. inhibition, % at 10 µM. 190,000 compounds, 0.1% hits; in the data active = inhibition above about 40%;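 also: 0% = no compound tracer wells and 100% = peptide blocker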
# The depositor's hits bear a star; nt = not tested or not shown.
SMILES,Rac1 act GTP bind,Mcl1 Bid PPI,Rab7 wt modul,Cdc42 wt,Pf gametocyte,Rab2 wt GTP,Mcl1-Noxa inh,RGS8-Gao reg,Rac1 wt GTP bind,HRas wt GTP,Mcl-1 Bim block
Cc1cnc(NC(=O)CSc2nc3ccccc3s2)s1,98,4,102,104,nt,101,14,121,106,101,-3
CN(C)CCOc1nc(-c2ccccc2)nc2c1oc1ccccc12,104,0,98,104,nt,101,4,108,114,103,-2
O=S(=O)(c1ccccc1)c1nc(-c2ccccc2F)oc1NCc1cccnc1,93,0,105,98,nt,100,4,101,104,103,-2
Cc1cc(/C=N/NC(=O)COc2cccc3cccnc23)c(C)n1-c1ccc(O)cc1,99,-10,102,99,-4,98,72*,103,98,99,-1
COc1ccc(-c2cc(-c3nnc(COC(=O)C4CC4C)o3)c3ccccc3n2)cc1OC (stereo not given),96,-13,98,100,5,95,9,100,100,97,16
O=C(Cn1cnc2ccccc21)OCC(=O)N1CCc2ccccc2C1,97,-14,100,105,nt,99,23,119,106,105,0
COCCNCCCOc1ccc(C)cc1Br,96,-5,100,98,-1,96,13,103,103,96,2
CCOC(=O)c1cc(CC)sc1/N=C/C1=C(O)CCCC1=O,100,-78,102,102,2,97,-8,107,105,104,0
O=C(c1cccc(C(F)(F)F)c1)C1CCCN(C(=O)CCCN2CCCC2=O)C1 (stereo not given),98,-7,98,99,11,97,-1,100,100,98,1
O=C(CSc1ccccn1)N1CCN(c2ccccc2)CC1,102,-44,104,105,nt,102,3,102,104,104,-1
O=C(CC1CCCCC1)N1CCN(c2ccccn2)CC1,97,3,97,99,nt,98,1,106,96,98,-3
Cc1ccc(C)c(CS(=O)(=O)c2cn(CC(=O)N3CCCCC3)c3ccccc23)c1,98,4,99,99,nt,97,2,100,104,99,-3
COC(=O)/C=C1\C(=O)N(c2nc3ccccc3s2)C(=S)N1c1ccc(F)cc1,97,1,102,103,nt,106,6,96,101,103,2
O=C(Nc1cccc2ccccc12)NC1CCS(=O)(=O)C1 (stereo not given),95,-23,94,95,0,95,-16,100,96,94,-1
O=c1[nH]c(N/N=C/c2ccc(O)cc2)nc2ccccc12,89,-23,91,83,-14,77*,42,98,77*,76*,0
Cc1cc(C)n(-c2cccc(Cl)c2)c(=O)c1C#N,99,-13,103,103,nt,102,5,101,103,100,0
CC(C)CCN1CCN(Cc2ccon2)CC1CCO (stereo not given),96,-36,103,96,14,97,16,97,99,98,-2
Cc1cc(C)nc(SCc2nnc(SCC(=O)Nc3nccs3)n2C)n1,99,-4,102,104,-29,101,0,101,107,103,-36
CCCC(=O)Nc1nnc(SCC(=O)NCc2ccco2)s1,98,37,96,98,-4,97,22,100,101,98,-2
COc1ccc(NC(=O)CO/N=C(\C)c2cccs2)cc1,95,3,101,99,10,102,14,96,103,98,-2
C=CCN1C(=O)C2C(C(=O)NC3CCCCC3)C3C=CC2(O3)C1C(=O)NC1CCCC1 (stereo not given),101,-2,99,103,nt,99,-1,105,112,101,0
CC(C)OCCCNC(=O)CCc1nc(-c2ccccc2)no1,95,-35,96,100,3,99,-10,98,103,99,0
CCC(/C=N/NC(=O)C(N)=O)CC,100,-8,101,99,-11,99,10,100,104,99,-3
Cc1ccc2cc(C(c3nnnn3C(C)(C)C)N3CCCCCC3)c(=O)[nH]c2c1 (stereo not given),101,-10,95,102,nt,103,9,98,102,102,-2
O=C(Cn1[nH]c(=O)c2ccccc2c1=O)Nc1cccnc1,93,-24,92,99,nt,95,12,100,99,95,4
# The results go on:
SMILES,Rac1 act GTP bind,Mcl1 Bid PPI,Rab7 wt modul,Cdc42 wt,Pf gametocyte,Rab2 wt GTP,Mcl1-Noxa inh,RGS8-Gao reg,Rac1 wt GTP bind,HRas wt GTP,Mcl-1 Bim block
CC(=O)Nc1nc(-c2ccccc2)nc(-c2ccccc2OC(C)=O)n1,102,3,98,103,9,99,-7,104,109,101,-1
CN(C)c1ccc(C2N(c3ccc(F)cc3)C(=O)C3CCCN32)cc1 (stereo not given),98,-26,99,99,nt,100,11,98,99,98,-8
CCOC(=O)C(C)/C(C)=N/NC(N)=S (stereo not given),100,-109,98,100,20,98,-10,98,105,102,-2
N#C/C(=C(/O)CSc1ccccc1C(=O)O)c1nc2ccccc2s1,96,-29,96,97,2,96,10,100,98,98,1
COc1ccc(NC(=O)C(Sc2ccccc2)c2ccccc2)c(OC)c1 (stereo not given),97,-3,98,92,-3,96,-3,93,96,92,12
OCCNc1nc2ccccc2n1CC(O)c1ccccc1 (stereo not given),97,-21,106,101,7,98,-5,97,101,99,0
Cc1cc(C)cc(NC(=O)CSc2ccc(-c3cccs3)nn2)c1,99,4,100,97,-12,97,-7,98,99,100,-5
COC(=O)c1[nH]c2ccccc2c1NC(=O)CNC1CCCCC1,100,-18,104,102,15,102,-8,101,108,101,-6
Cc1cc(C)c2nc(SCC(=O)N(C)C3CCS(=O)(=O)C3)cc(C)c2c1 (stereo not given),96,-7,107,103,-1,102,6,101,101,99,-2
CCN(CC)CCCN1C(=O)CSC1c1ccc([N+](=O)[O-])cc1 (stereo not given),101,-21,100,99,-5,99,18,107,100,97,0
Cc1ccc(C(C(=O)NC2CCCCC2)N2CCN(C(=O)c3ccco3)CC2)cc1 (stereo not given),97,6,97,96,nt,97,6,100,97,98,-2
Cc1ccc(-c2nnn(CC(=O)N3CCCCC3)n2)c(-n2cnnn2)c1,99,2,97,101,nt,98,9,99,100,98,0
C/C(=N\O)C(=O)C(CN1CCCCC1)CN1CCCCC1,98,-14,97,99,nt,99,38,122,100,98,-2
O=C(COc1ccc(C(=S)N2CCC(Cc3ccccc3)CC2)cc1)N1CCOCC1,91,-42,104,94,nt,96,-13,104,94,96,-3
CC(C(=O)Nc1cccc(S(=O)(=O)N2CCOCC2)c1)N1CCN(c2ccc(F)cc2)CC1 (stereo not given),95,-21,109,97,-9,102,19,100,98,98,2
COc1ccc(-n2nc(C(=O)Nc3ccc4c(c3)OCO4)c3ccccc3c2=O)c(OC)c1,100,-65,101,101,18,99,31,101,106,100,-1
CCOc1cccc2sc(N(CCN(CC)CC)C(=O)c3cccc([N+](=O)[O-])c3)nc12,97,3,103,99,2,99,22,103,99,100,-2
Cc1noc(C)c1COC(=O)c1cc(F)c(F)cc1Cl,98,4,97,101,nt,99,-2,99,100,100,-4
COc1ccc(-c2nsc(SCC(=O)NCc3ccc4c(c3)OCO4)n2)cc1,97,-39,99,102,-13,102,7,99,100,101,-4
O=C(c1cnn2cccnc12)N1CCN(Cc2ccc3c(c2)OCO3)CC1,102,-21,104,104,nt,104,14,102,108,104,-2
CC(C(=O)c1ccc(Br)cc1)[n+]1cccc(NC(=O)c2ccccc2)c1 (stereo not given),102,-6,100,99,-6,103,4,105,105,101,-5
C=CCn1c(SCc2nc3sc(C(=O)O)c(C)c3c(=O)[nH]2)nnc1-c1ccc(F)cc1,94,-24,97,95,-1,101,13,100,94,95,0
CN(C)c1nc2ccccc2n(C)c1=O,93,-22,98,96,nt,96,8,98,96,95,0
O=C(Nc1cccc([N+](=O)[O-])c1)C1C2/C=C\CCCCC21 (stereo not given),96,-19,96,98,20,97,18,98,99,97,0
Cc1ccc(-n2c(C)nn(-c3ncc(C(F)(F)F)cc3Cl)c2=O)cc1,96,11,99,97,nt,98,4,107,99,100,3
CCOc1ccccc1NC(=O)Cn1c(=O)sc2ccccc21,98,-31,97,100,-13,97,9,101,101,96,0
CCc1nccn1S(=O)(=O)c1cc(C)c(OC)cc1C,97,12,99,97,nt,99,15,106,101,98,1
CCCOc1ccc(C(=O)OCC(=O)c2c(N)n(C)c(=O)n(C)c2=O)cc1OCC,93,-2,101,96,nt,97,-1,99,92,94,-4
CCN(CC)S(=O)(=O)c1ccc(Cc2ncc(C(F)(F)F)cc2Cl)s1,101,9,101,101,nt,101,11,101,103,102,0

# Already shown: 6 of the compounds above.
SMILES,Rac1 act GTP bind,Mcl1 Bid PPI,Rab7 wt modul,Cdc42 wt,Pf gametocyte,Rab2 wt GTP,Mcl1-Noxa inh,RGS8-Gao reg,Rac1 wt GTP bind,HRas wt GTP,Mcl-1 Bim block
COc1ccc(-n2nc(C(=O)Nc3ccc4c(c3)OCO4)c3ccccc3c2=O)c(OC)c1,100,-65,101,101,18,99,31,101,106,100,-1
CCOc1cccc2sc(N(CCN(CC)CC)C(=O)c3cccc([N+](=O)[O-])c3)nc12,97,3,103,99,2,99,22,103,99,100,-2
Cc1noc(C)c1COC(=O)c1cc(F)c(F)cc1Cl,98,4,97,101,nt,99,-2,99,100,100,-4
COc1ccc(-c2nsc(SCC(=O)NCc3ccc4c(c3)OCO4)n2)cc1,97,-39,99,102,-13,102,7,99,100,101,-4
O=C(c1cnn2cccnc12)N1CCN(Cc2ccc3c(c2)OCO3)CC1,102,-21,104,104,nt,104,14,102,108,104,-2
CC(C(=O)c1ccc(Br)cc1)[n+]1cccc(NC(=O)c2ccccc2)c1 (stereo not given),102,-6,100,99,-6,103,4,105,105,101,-5
